Screens as filed in PubChem BioAssay.
IkB signaling: suppresses IkB signaling in ABC-DLBCL reporter cells; ABC-DLBCL IkBa-CBG/CBR dual luciferase ratio, 4 h; response scale: scaled: untreated 0%, proteasome inhibitor 100%; Potency, µM (top dose mostly 57.1 µM), for inactives: top-dose IkBa stabilization activation; 110,000 compounds, 0.04% hits; active = well fitted curve in the direction sought with a large enough effect in the signal ratio, not every such curve was filed as active; inconclusive = small, poorly fitted or top-dose-only effect, or a change in a side signal; the % refers to the signal ratio;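 note: the direction sought is a rising ratio; 0% = basal untreated cells and 100% = reference inhibitor full response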
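In this assay, an IκBα–CBG68 fusion accumulates when IKK-driven degradation is blocked; native CBR normalizes for cell number. OCI-Ly3 cells were treated 4 h with compound and doxycycline, then green and red light read after Chroma-Glo addition.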
p53ts 32C kill: p53ts cell cytotoxicity, permissive temperature. H1299-p53A138V at 32C, ATP luminescence viability, 24 h. Potency, µM (top dose mostly 46.1 µM), for inactives: at the top dose activity change, negative = cytotoxicity, most hits filed as cytotoxic. 130,000 compounds, 0.93% hits;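 note: 0% = DMSO and -100% = full killing by reference compound; nearly all actives have a fitted effect of over 55% in size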
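ATP-content luminescence (ATPlite) read-out after 24 h compound exposure at 32C in H1299-p53A138V cells (600/well). Tested up to 46 uM. Normalized to DMSO (0%) and 100 uM tamoxifen (100% killing); Hill-fit AC50.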
Imprint erasure: induces erasure of genomic imprints in mouse ES cells; Potency, µM (titrated, usually from 60.7 µM), without a hit: at the top dose activity change, positive = activation, usual class: activators; mouse ES Peg3-LacZ reporter, beta-gal luminescence, 40 h; 110,000 compounds, 0.02% hits;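 note: 0% = negative control wells on the plate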
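Each well holds 300 Peg3LacZ-Neo (maternal) female ES cells incubated 40 h at 37C, 5% CO2. LacZ is measured by BetaGlo luminescence, with AC50 and maximum efficacy derived from dose-response curves.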
p53ts 39C kill: kills p53ts cells at the nonpermissive temperature. H1299-p53A138V viability at 39C, ATP luminescence, 24 h. Potency, µM (doses to about 46.1 µM), inactives show top-dose activity change, negative = cell killing, hits mostly cytotoxic. 130,000 compounds, 1.5% hits; note: nearly all actives have a fitted effect of over 55% in size
* hit, by the source's call; ? = inconclusive; . = not tested or not shown; [ ] = dose if it differs, or a comment. Unless noted, calls come from the whole dose curve; as a rule, active = well fitted curve in the direction sought with a large enough effect; inconclusive = small, poorly fitted or top-dose-only effect, or another doubt; inactive = no such curve, though single readings can be large; an effect the other way counts as inactive or inconclusive. Unless noted, % is set by controls: 0 for no effect and ±100 for the full control effect; potency is the fitted concentration of half-maximal effect.

1) CCOC(=O)Nc1cccc(NC(=O)c2cc(OC)cc(OC)c2)c1
2) COc1ccc(-n2nnnc2SCC(=O)Nc2nnc(C)s2)cc1OC
3) Cc1cc(C)c(S(=O)(=O)NCCc2cc3ccc(C)c(C)c3[nH]c2=O)c(C)c1
4) CCOc1ccccc1Oc1c(C)oc2cc(OC(=O)N3CCOCC3)ccc2c1=O
5) COc1ccc2[nH]cc(CCNc3ccnc(-c4ccc(N(C)C)cc4)n3)c2c1
Compound	1	2	3	4	5
p53ts 39C kill	2%	6%	4%	13%	-23%
IkB signaling	?	-0.4%	?	-1.5%	30%[11.4 µM]
p53ts 32C kill	9%	-11%	8%	1%	-11%
Imprint erasure	-55%[inhibitor]	?	-4%[10.9 µM]	4%	-36%[inhibitor]

6) Oc1ccc2ccccc2c1C=NCc1cn2ccsc2n1
7) CC1(C)CC(=O)c2cnc(N3CCc4ccccc4C3)nc2C1
8) COc1cc(-c2nnc(SCCOc3ccc(Cl)cc3C)o2)cc(OC)c1OC
9) O=C(c1ccc2snnc2c1)N1CCSCC1
10) COC(=O)C1(S(=O)(=O)C2(C(=O)OC)CCCC2)CCCC1
Compound	6	7	8	9	10
p53ts 39C kill	-5%	5%	-11%	2%	-8%
IkB signaling	?	-3.5%	0.7%	0.8%	-1.1%
p53ts 32C kill	16%	5%	1%	18%	-1%
Imprint erasure	-18%	-5%	-14%[10.9 µM]	-5%	-8%

11) Cc1cc(C)cc(N2C(=O)CSC23C(=O)N(CC(=O)Nc2ccc(F)cc2F)c2ccccc23)c1 (configuration not stated)
12) Cc1ccc(-c2nnc(N3CCN(C(=O)CN4C(=O)c5ccccc5C4=O)CC3)c3ccccc23)cc1
13) Cc1c(NC(=O)CSC2=C(C#N)C(c3ccccc3F)CC(=O)N2)c(=O)n(-c2ccccc2)n1C (configuration not stated)
14) Cc1cc(NC(=O)CN2CCC(n3nnc4cc(C(F)(F)F)ccc43)CC2)no1
15) Cc1nnc(SCCC(C)C)[nH]c1=O
Compound	11	12	13	14	15
p53ts 39C kill	-5%	2%	18%	3%	3%
IkB signaling	?	1.4%	2.7%	0.4%	?
p53ts 32C kill	-5%	0%	8%	6%	-11%
Imprint erasure	-9%[10.9 µM]	-19%	-3%	5%	-12%

16) Cc1nc2sc(C(=O)O)c(N)c2c2c1COC(C)(C)C2
17) CCc1ccc(-n2c(SCC(=O)NC(C)CC)nc3n[nH]c(C)c3c2=N)cc1 (configuration not stated)
18) COc1cccc(-c2nc3n(n2)C(c2cccs2)C(C(=O)Nc2cccnc2)=C(C)N3)c1 (configuration not stated)
19) COc1ccccc1-c1nnc(NC(=O)c2ccc(S(=O)(=O)N(C)C)cc2)o1
20) Cc1nn(Cc2ccccc2Cl)c(C)c1NC(=O)c1cc(C(C)C)on1
Compound	16	17	18	19	20
p53ts 39C kill	8%	1%	9%	?	9%
IkB signaling	-3.5%	4.6%	3.0%	6.2%	?
p53ts 32C kill	6%	20%	-10%	-30%	-2%
Imprint erasure	2%	-11%[10.9 µM]	13%	-25%	-8%[10.9 µM]

21) O=C(On1c(-c2ccccc2)nc2ccccc2c1=O)c1ccco1
22) Cc1cccc(NC(=O)CC2Nc3cccc4cccc(c34)NC2=O)c1 (configuration not stated)
23) CCOC(=O)c1ccc(NC(=O)C2CCN(S(=O)(=O)CC)CC2)cc1
24) CCO[Si](CCCN)(OCC)OCC
25) COc1ccc(-n2nc(C(=O)N3CCC(C#N)CC3)c3c4ccccc4n(C)c3c2=O)cc1
Compound	21	22	23	24	25
p53ts 39C kill	-28%	-19%	7%	6%	6%
IkB signaling	11%	?	-1.2%	0.3%	-0.6%
p53ts 32C kill	?	-13%	7%	11%[1.84 µM]	0%
Imprint erasure	-1%	10%[10.9 µM]	-6%	1%	13%

26) CCOC(=O)N1CCN(C(=O)CN2C(=O)CC(C)(C)S(=O)(=O)c3ccccc32)CC1
27) Cc1cc2ncn(C(=O)c3c(-c4ccccc4)noc3C)c2cc1C
28) Cc1cccc(OCc2ccc(-c3nc(C#N)c(N4CCC(C(N)=O)CC4)o3)o2)c1
29) O=c1cc(CSc2ccccc2)[nH]c2ccc(F)cc12
30) CCOC(=O)N1CCN(C(=O)c2ccc3c(c2)N(Cc2ccccc2F)C(=O)c2ccccc2S3=O)CC1 (configuration not stated)
Compound	26	27	28	29	30
p53ts 39C kill	6%	-1%	-6%	-15%	-14%
IkB signaling	2.4%	-0.1%	?	-2.0%	?
p53ts 32C kill	-5%	1%	5%	-5%	3%
Imprint erasure	-3%	-14%	9%[10.9 µM]	-7%[10.9 µM]	-5%[10.9 µM]

Shown as tab-separated lines: 13 of the compounds above
item	structure	p53ts 39C kill	IkB signaling	p53ts 32C kill	Imprint erasure
15	Cc1nnc(SCCC(C)C)[nH]c1=O	3%	?	-11%	-12%
16	Cc1nc2sc(C(=O)O)c(N)c2c2c1COC(C)(C)C2	8%	-3.5%	6%	2%
17	CCc1ccc(-n2c(SCC(=O)NC(C)CC)nc3n[nH]c(C)c3c2=N)cc1 (configuration not stated)	1%	4.6%	20%	-11%[10.9 µM]
18	COc1cccc(-c2nc3n(n2)C(c2cccs2)C(C(=O)Nc2cccnc2)=C(C)N3)c1 (configuration not stated)	9%	3.0%	-10%	13%
19	COc1ccccc1-c1nnc(NC(=O)c2ccc(S(=O)(=O)N(C)C)cc2)o1	?	6.2%	-30%	-25%
20	Cc1nn(Cc2ccccc2Cl)c(C)c1NC(=O)c1cc(C(C)C)on1	9%	?	-2%	-8%[10.9 µM]
21	O=C(On1c(-c2ccccc2)nc2ccccc2c1=O)c1ccco1	-28%	11%	?	-1%
22	Cc1cccc(NC(=O)CC2Nc3cccc4cccc(c34)NC2=O)c1 (configuration not stated)	-19%	?	-13%	10%[10.9 µM]
23	CCOC(=O)c1ccc(NC(=O)C2CCN(S(=O)(=O)CC)CC2)cc1	7%	-1.2%	7%	-6%
24	CCO[Si](CCCN)(OCC)OCC	6%	0.3%	11%[1.84 µM]	1%
25	COc1ccc(-n2nc(C(=O)N3CCC(C#N)CC3)c3c4ccccc4n(C)c3c2=O)cc1	6%	-0.6%	0%	13%
26	CCOC(=O)N1CCN(C(=O)CN2C(=O)CC(C)(C)S(=O)(=O)c3ccccc32)CC1	6%	2.4%	-5%	-3%
27	Cc1cc2ncn(C(=O)c3c(-c4ccccc4)noc3C)c2cc1C	-1%	-0.1%	1%	-14%

(more compounds)
31) Cc1ccc(CC(=O)Nc2ccc3c(c2)N(C)C(=O)c2ccccc2S3)cc1
32) CC(C)(C)c1ccc(-c2nc(SCC(=O)Nc3ccc(Cl)cc3)[nH]c(=O)c2C#N)cc1
33) COC(=O)c1[nH]c2ccc(C)cc2c1NS(=O)(=O)c1ccc(F)cc1
34) OCCCc1nc2n(n1)C(c1ccccc1)C=C(c1ccc(F)cc1)N2 (configuration not stated)
35) COc1ccc(OC)c(C2=Nn3c(nnc3-c3cccc(OC(C)C)c3)SC2)c1
Compound	31	32	33	34	35
p53ts 39C kill	41%[activator]	-19%	-20%	17%	-11%
IkB signaling	0.9%	?	6.0%	.	-1.3%
p53ts 32C kill	26%	3%	-7%	11%	2%
Imprint erasure	-27%[10.9 µM]	-7%[10.9 µM]	-3%	.	-19%

36) CCc1ccc(OCC(=O)Nc2c(C(=O)c3ccc(Br)cc3)oc3ccccc23)cc1
37) Cc1ccc(C(=O)Nc2nnc(S(=O)(=O)N(C)Cc3ccco3)s2)cc1
38) O=S(=O)(c1ccc(Br)cc1)c1nnn2c1nc(NC1CCCCCC1)c1sccc12
39) COc1ccccc1NC(=O)CSc1oc(-c2ccccc2)nc1S(=O)(=O)c1ccccc1
40) CCN(C(=O)c1cccs1)c1nnc(-c2ccncc2)s1
Compound	36	37	38	39	40
p53ts 39C kill	0%	-24%	-22%	-11%	-10%
IkB signaling	2.1%	0.3%	-0.8%	-4.1%	-3.1%
p53ts 32C kill	-12%	-6%	-1%	-2%	-21%
Imprint erasure	-7%[10.9 µM]	-23%[10.9 µM]	-12%[10.9 µM]	-12%[10.9 µM]	-20%

41) O=C(Nc1ccc(Cl)cc1)NC1(C(=O)NCCCN2CCOCC2)CCCCC1
42) O=C(O)C1C2C=CC(C2)C1C(=O)NCc1ccccn1 (configuration not stated)
43) CCC(=O)N1c2ccccc2CC1C(=O)NCCc1ccc(SC)cc1 (configuration not stated)
44) CCOC(=O)C1=C(C)Nc2nc(C)nn2C1c1ccc(OCC)c(OC)c1 (configuration not stated)
45) CCOc1ccc(Nc2oc(/C=C/c3cccc(OC)c3)nc2C#N)cc1
Compound	41	42	43	44	45
p53ts 39C kill	-3%	1%	-11%	9%	-9%
IkB signaling	-1.8%	0.4%	-1.6%	1.1%	0.3%
p53ts 32C kill	1%	28%	-1%	2%	-4%
Imprint erasure	-14%	-7%	14%[10.9 µM]	-4%	-12%[10.9 µM]

46) COc1ccc(NC(=O)N2CC[C@@]3(CCCN(C(=O)c4ccncc4)C3)C2)cc1
47) O=C(NCC1CCCO1)c1ccc(COc2ccc(F)cc2)o1 (configuration not stated)
48) CC1CCCCC1NCC(=O)Nc1ccccc1-c1ccccc1 (configuration not stated)
49) CCSc1nn(CC(=O)Nc2cccc(Cl)c2)c(N)c1S(=O)(=O)c1ccc(OC)cc1
50) COC(=O)[C@@H]1C[C@@]1(C)[C@@H](NC(=O)OCc1ccccc1)c1ccccc1
Compound	46	47	48	49	50
p53ts 39C kill	-5%	3%	15%	21%	-3%
IkB signaling	0.0%[11.4 µM]	2.9%	.	?	.
p53ts 32C kill	-2%	-3%	9%	70%[activator]	0%
Imprint erasure	.	-10%	.	-5%[10.9 µM]	-17%

51) CC(=O)CCc1ccccc1
52) O=c1[nH]c(CN2CCC(c3nc4ccccc4s3)CC2)nc2sc3c(c12)CCC3
53) Cc1ccc(NC(=O)C(=O)NCC(c2cccnc2)N2CCN(C)CC2)cc1 (configuration not stated)
54) COC(=O)[C@@]1(Cc2ccc(F)cc2)[C@H]2c3cc(C(=O)N4CCCC4)n(CCSCCO)c3C[C@H]2CN1C(=O)c1ccccc1
55) COc1cccc(C2=CC(c3ccccc3F)n3c(nc4ccccc43)N2)c1 (configuration not stated)
Compound	51	52	53	54	55
p53ts 39C kill	8%	-18%	?	-3%	10µM*
IkB signaling	0.5%	1.5%	?	.	?
p53ts 32C kill	-25%[1.84 µM]	-3%	?	14%	16µM*
Imprint erasure	0%	1%	?	15%	-15%[10.9 µM]

56) CCOc1ccc(CCNC(=O)NCc2noc3ccc(C)cc23)cc1
57) COc1cccc(N2C(=O)CC(N3CCC(C(N)=O)(N4CCCCC4)CC3)C2=O)c1 (configuration not stated)
58) CCOC(=O)c1ccc(NC(=O)c2csc3c2CCCCC3)cc1
59) COc1cc(-c2nnn(CC(=O)Nc3ccc(OC(F)(F)F)cc3)n2)cc(OC)c1OC
60) Cc1ccc(NC(=O)C2CCCN(S(=O)(=O)c3cnc[nH]3)C2)c(Br)c1 (configuration not stated)
Compound	56	57	58	59	60
p53ts 39C kill	-13%	11%	-22%	-14%	-2%
IkB signaling	1.3%	4.0%	?	0.4%	0.0%
p53ts 32C kill	5%	2%	8%	-3%	-5%
Imprint erasure	-22%[10.9 µM]	-5%	-9%[10.9 µM]	-5%[10.9 µM]	-3%

61) Cc1ccc(C)c(-n2c(CNC(=O)c3ccco3)nnc2SCC(=O)Nc2nnc(C)s2)c1
62) c1ccc(Cn2c(CNc3nc4ccccc4n3CCN3CCCCC3)nc3ccccc32)cc1
63) Cc1cccc(-c2c3c(=O)n(C)c(=O)n(C)c3cn2-c2ccc(O)cc2)c1
64) O=C(OCC(=O)c1c[nH]c2ccccc12)c1ccco1
Compound	61	62	63	64
p53ts 39C kill	16%	-2%	10%	8%
IkB signaling	3.7%	.	-0.7%	-1.4%
p53ts 32C kill	5%	-2%	6%	-3%
Imprint erasure	-8%	.	-11%	4%
